KAT2A inh – qHTS Assay for Inhibitors of GCN5L2 | AID 504327, 2011 | actives 0.21% (n = 390,000) | Histone acetyltransferase KAT2A (Homo sapiens), Q92830 | Potency, µM (doses to about 58.9 µM), for the others: top-dose activity change, negative = inhibition, actives largely listed as inhibitors | GCN5L2 HAT assay, ThioGlo1 CoA-SH fluorescence
Target sequence (Q92830 whole entry, looked up): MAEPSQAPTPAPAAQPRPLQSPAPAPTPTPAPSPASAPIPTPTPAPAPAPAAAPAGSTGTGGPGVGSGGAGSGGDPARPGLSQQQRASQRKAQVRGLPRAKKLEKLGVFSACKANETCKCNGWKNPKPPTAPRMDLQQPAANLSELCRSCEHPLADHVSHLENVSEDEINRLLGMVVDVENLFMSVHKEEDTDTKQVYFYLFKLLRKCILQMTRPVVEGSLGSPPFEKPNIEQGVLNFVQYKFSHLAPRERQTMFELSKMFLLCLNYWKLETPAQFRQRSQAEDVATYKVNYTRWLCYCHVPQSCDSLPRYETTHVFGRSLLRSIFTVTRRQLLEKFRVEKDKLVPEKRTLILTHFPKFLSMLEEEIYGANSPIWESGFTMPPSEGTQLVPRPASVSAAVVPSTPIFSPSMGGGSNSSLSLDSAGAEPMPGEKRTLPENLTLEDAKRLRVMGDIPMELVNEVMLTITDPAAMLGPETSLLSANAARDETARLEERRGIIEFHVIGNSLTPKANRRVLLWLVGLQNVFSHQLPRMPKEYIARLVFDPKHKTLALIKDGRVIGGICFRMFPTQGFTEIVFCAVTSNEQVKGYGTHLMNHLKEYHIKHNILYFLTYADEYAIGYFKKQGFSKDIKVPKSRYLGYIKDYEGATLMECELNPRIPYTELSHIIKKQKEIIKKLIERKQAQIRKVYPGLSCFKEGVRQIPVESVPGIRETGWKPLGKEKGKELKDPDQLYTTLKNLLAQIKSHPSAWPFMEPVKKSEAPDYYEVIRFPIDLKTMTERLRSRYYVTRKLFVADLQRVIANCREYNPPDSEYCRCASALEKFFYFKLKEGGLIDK
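Preincubate 20nM GCN5L2 with compound 15 min, RT → add 50uM ThioGlo1 + 75uM H3(1-25) + 70uM acetyl-CoA → read fluorescence 0 and 20 min. Primary qHTS; fluorescent artifacts likely.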
FEN1 inh – qHTS Assay for the Inhibitors of Human Flap endonuclease 1 (FEN1); P39748; Potency, µM (titrated, usually from 114 µM), inactives show at the top dose activity change, negative = inhibition, actives largely listed as inhibitors; Recombinant FEN1 flap cleavage, fluorescence, 15 min; AID 588795, 2011; actives 0.35% (n = 390,000); further: nearly all actives have a fitted effect of over 65% in size
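Potency values derive from four-parameter Hill fits of normalized qHTS data. The reaction used 10 nM FEN1 preincubated 15 min at room temperature with compound, then 50 nM DNA substrate, read at 0 and 15 min.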
N370S GC mod – qHTS Assay for Inhibitors and Activators of N370S glucocerebrosidase as a Potential Chaperone Treatment of Gaucher Disease. N370S GC spleen homogenate, 4MU-glucoside fluorescence. Potency, µM (doses to about 59.4 µM), without a hit: at the top dose activity change, negative = inhibition, most hits filed as inhibitors. actives 0.092% (n = 330,000);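 further: 0% = full enzyme activity and -100% = no enzyme basal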
* = called active by the depositor; ? = inconclusive; nt = no result given; & = joins results of further samples; [ ] = dose if it differs, or a comment. The call rests on the fitted dose curve; in most records, active means well fitted curve in the direction sought with a large enough effect; inconclusive means small, poorly fitted or top-dose-only effect, or another doubt; inactive means no such curve, though single readings can be large; an effect the other way counts as inactive or inconclusive. Unless noted, on the % scale 0 is the no-effect control and ±100 the full control effect; potency means the concentration at half of the fitted maximal effect. The list is partial; count on the stated rates, not on these rows.

Results follow in this order: KAT2A inh	FEN1 inh	N370S GC mod
Cn1c(NCCCO)nc2c(c1=O)C1(CCCCC1)Cc1ccccc1-2
  -22%	-21%	-1%
O=C(CN(C(=O)CNC(=O)c1ccco1)c1ccc(Cl)c(Cl)c1)NC1CCCCC1
  17%	4%	-2%
CCCCC(CC)CNC(=O)C1CCC(CNS(=O)(=O)c2cccc3nsnc23)CC1 (stereo unspecified)
  -3%	13%	nt
Cn1nccc1C(=O)NC(=S)Nc1sc2c(c1C#N)CCCCC2
  -4%	1%	0%
O=C(CSc1cn(CCNC(=O)c2c(F)cccc2F)c2ccccc12)Nc1ccccc1F
  -3%	-4%	nt
COCCN(CCOC)S(=O)(=O)c1ccc(C(=O)Nc2ccc([N+](=O)[O-])cc2OC)cc1
  -22%	-5%	6%
CC(C)CN(CCCNC(=O)c1cn(C)c2ccc(S(=O)(=O)N(C)C3CCCCC3)cc2c1=O)CC(C)C
  -2%	-9%	nt
CCOc1ccc(C2=Nn3cnnc3SC2)cc1
  -11%	2%	-16%
O=C(Nc1ccc(NC(=O)c2sc3ccccc3c2Cl)cc1Cl)c1ccco1
  ?	2%	-6%
CCC(=O)c1ccc(OCc2ccc(C(=O)OC)o2)c(OC)c1
  0%	-2%	-1%
CCCC(=O)OCc1cnc(C)c2oc(=O)c(C(=O)Nc3cccc(C(F)(F)F)c3)cc12
  -6%	-9%	nt
CCn1c(SCC(=O)N(C)C2CCS(=O)(=O)C2)nnc1-c1cccs1 (stereo unspecified)
  -8%	-8%	0%
C=CCc1ccc(OCC(O)COCC)c(OC)c1 (stereo unspecified)
  -3%	-1%	0%
CCN1CCN(C(=S)Nc2ccccc2Cl)CC1
  0%	0%	-2%
COc1ccc(C(CNC(=O)c2cccc(S(=O)(=O)N3CCCCC3)c2)N2CCCC2)cc1 (stereo unspecified)
  -4%	5%	nt
COCc1cc(C)nc2sc(C(=O)Nc3cc(C)ccc3F)c(N)c12
  -12%	-8%	nt
CSc1ccccc1C(=O)Nc1ncc(C)s1
  -2%	-2%	-18%
CCC(C)(C(=O)NC1CCCCC1)N(Cc1cccs1)C(=O)CC1NC(=O)NC1=O (stereo unspecified)
  1%	0%	-1%
CCOC(=O)c1cccc(NC(=O)c2cc3sccc3n2C)c1
  -4%	-24%	7%
O=C(NCC1CCCO1)c1onc(CSc2ccc(F)cc2)c1C(=O)O (stereo unspecified)
  -12%	-10%	21%
Cc1cc(Cl)nc2c(C(C)C)cccc12
  -4%	13%	-1%
CCSc1nnc([C@H](Cc2c[nH]c3ccccc23)NC(=O)OC(C)(C)C)o1
  -2%	-13%	5%
CCOc1ccc(NC(=O)Nc2ccc3nsnc3c2)cc1
  -1%	-19%	-3%
CC1CC(=S)Nc2ccccc2N1C(=O)Nc1ccccc1 (stereo unspecified)
  -2%	-3%	5%
Cc1cc(C)c2sc(N(CCN(C)C)C(=O)c3ccc4ccccc4c3)nc2c1
  -5%	-16%	-7%
CCC(=O)N1CCc2cc(S(=O)(=O)NCCC(=O)Nc3ccc(OC)c(OC)c3)ccc21
  -3%	-4%	nt
Cc1cc(C)c2oc(C(=O)Nc3c(C)n(C)n(-c4ccccc4)c3=O)cc(=O)c2c1
  2%	-3%	nt
O=[N+]([O-])c1cccnc1N1CCOCC1
  3%	6%	9%
CCN1CCN(CC(=O)NC2CCCC2)C(=O)C1=O
  -5%	1%	4%
CN(C(=O)CSc1ncnc2sccc12)C1CCCCC1
  1%	1%	nt
C/[N+]([O-])=C\CC(=O)c1ccc(-c2ccccc2)cc1
  -8%	5%	-4%
CC(C)c1cccc(-c2ccc3c(c2)S(=O)(=O)c2cccc(C(=O)NC4CCCC4)c2C3=O)c1
  -3%	17%	nt
N#Cc1c(N2CCN(C(=O)c3ccccc3)CC2)nc(-c2ccccc2)c2c1CCCC2
  -2%	2%	12%
CCOc1ccccc1OCCCC(=O)N1CCN(S(=O)(=O)c2cccc(F)c2)CC1
  0%	-11%	-9%
Cc1cccc(C(=O)N/N=C2\CS(=O)(=O)N(C)c3ccsc32)c1
  3%	2%	-8%
Cc1ccccc1OCc1nnc(SCCN2CCCC2)n1-c1ccccc1
  12%	2%	5%
CCN(CC(=O)Nc1ccc2c(c1)OCCO2)C(=O)COc1cc(C)ccc1Cl
  -8%	11%	-8%
N=c1c2c(-c3ccccc3)c(-c3ccccc3)oc2ncn1Cc1ccco1
  -13%	-17%	nt
CCOC(=O)CC(NC(=O)CCS(=O)(=O)c1ccc2c(c1)n(C)c(=O)c(=O)n2C)c1ccc(C)cc1 (stereo unspecified)
  -19%	6%	-5%
C[C@H](NC(=O)N1CCn2c1nc1ccccc12)C(=O)NC1CCCCC1
  -9%	1%	-7%

Next section; the last four above are carried over.
Results follow in this order: KAT2A inh	FEN1 inh	N370S GC mod
CCN(CC(=O)Nc1ccc2c(c1)OCCO2)C(=O)COc1cc(C)ccc1Cl
  -8%	11%	-8%
N=c1c2c(-c3ccccc3)c(-c3ccccc3)oc2ncn1Cc1ccco1
  -13%	-17%	nt
CCOC(=O)CC(NC(=O)CCS(=O)(=O)c1ccc2c(c1)n(C)c(=O)c(=O)n2C)c1ccc(C)cc1 (stereo unspecified)
  -19%	6%	-5%
C[C@H](NC(=O)N1CCn2c1nc1ccccc12)C(=O)NC1CCCCC1
  -9%	1%	-7%
CCOC(=O)N1CCN(C(=O)COC(=O)c2ccc(S(=O)(=O)N(CC)CC)cc2)CC1
  -3%	-1%	-9%
Cn1c(SCc2c(Cl)cccc2Cl)nc(C(F)(F)F)cc1=O
  -2%	-1%	17%
CCCCOC(=O)CCc1nc2ccccc2[nH]c1=O
  -3%	-17%	nt
CCOC(=O)c1[nH]c2ccc(OC)cc2c1NC(=O)CCN1CCCC(C)C1 (stereo unspecified)
  -2%	7%	-2%
COc1ccc(-n2nc(C(=O)NCCc3ccc(Cl)cc3)c3c4ccccc4n(C)c3c2=O)cc1Cl
  -26%	-7%	nt
O=C(CSc1nc(-c2ccccc2Cl)ns1)c1ccc(Cl)cc1
  1%	-18%	3%
Clc1ccc(C2=NNC(=NCC3CCCO3)SC2)cc1 (stereo unspecified)
  -4%	-11%	6%
Cc1ccc(/C=N/NC(=O)CCn2nc(C)cc2C)c(C)c1
  -2%	-3%	-5%
COc1ccc(Nc2c(-c3ccc(C)o3)nc3ccc(Cl)cn23)cc1
  1%	3%	nt
COc1ccc(OCCNC(=O)c2cc(C3CC3)nc3c2cnn3C(C)C)cc1
  -1%	-2%	nt
O=C(CSc1nc(O)c(Cc2ccccc2)c(=O)[nH]1)c1ccccc1
  -1%	1%	27%
O=C(c1ccc(CS(=O)c2cccc(Cl)c2)o1)N1CCN(C2CCCCC2)CC1 (stereo unspecified)
  -16%	2%	-15%
Cc1ccc(SCCNC(=O)/C=C/c2ccc([N+](=O)[O-])cc2)cc1
  -9%	5%	-17%
CCN1CCN(CCCNC(=O)CS(=O)(=O)Cc2nc(-c3cccc(OC)c3)oc2C)CC1
  -1%&3%	-2%&3%	-6%
NC(=O)c1cc(Cl)ccc1OCC(=O)Nc1ccc2c(c1)OCO2
  -8%	18%	nt
Cc1cccc(Cn2c(=O)n(-c3ccccc3C)c(=O)c3c2c2cc(C)ccc2n3C)c1
  -1%	18%	nt
Cc1cc(C)nc(SCC(=O)c2ccc(Cl)cc2)n1
  -5%	0%	-1%
Cc1sc2nc3n(c(=O)c2c1C)CCCCC3
  2%	10%	14%
O=C(CN1CCC2(CC1)OCCO2)c1ccc2cc[nH]c2c1
  -9%	-3%	-2%
CCOC(=O)CCc1c(C)c2ccc(OCc3cc([N+](=O)[O-])ccc3OC)cc2oc1=O
  -3%	-5%	2%
COC(=O)C(Cc1ccccc1)NC(=O)c1ccc(C)cc1 (stereo unspecified)
  -2%	-11%	13%
COc1cccc(NC(=O)C2c3cc(OC)c(OC)cc3C(=O)N(C)C2c2cccnc2)c1 (stereo unspecified)
  34%[activator]	5%	6%
Cc1ccc(C)c(CN2C(=O)c3ccccc3S(=O)(=O)c3ccc(C(=O)NCCCN4CCCC(C)C4)cc32)c1 (stereo unspecified)
  -7%	-5%	nt
C=CCSc1nc2ccccc2n1S(=O)(=O)c1ccc(C)cc1
  -3%	6%	1%
c1ccc2c(c1)Oc1cccc3cccc-2c13
  19%	-2%	?
O=C1C2C3C=CC(CC3)C2C(=O)N1c1nccs1 (stereo unspecified)
  -16%	-23%	-2%
Cc1cc(C)cc(N2CN=C3SCC(=O)N3C2)c1
  2%	10%	1%
C[C@H](CO)N1C[C@H](C)[C@@H](CN(C)C(=O)Nc2ccccc2)Oc2ccc(NC(=O)NC3CCCCC3)cc2C1=O
  4%	-5%	nt
CC(C)[C@H](NS(=O)(=O)c1cccc(C(F)(F)F)c1)C(=O)OCC(=O)NC(=O)NCc1ccco1
  -7%	-18%	nt
Cc1ccc(C(=O)N(Cc2ccc3c(c2)OCO3)Cc2nc3ccccc3c(=O)[nH]2)cc1
  ?	2%	5%

Of the compounds above, 2 have a cyano group.
Results follow in this order: KAT2A inh	FEN1 inh	N370S GC mod
Cn1nccc1C(=O)NC(=S)Nc1sc2c(c1C#N)CCCCC2
  -4%	1%	0%
N#Cc1c(N2CCN(C(=O)c3ccccc3)CC2)nc(-c2ccccc2)c2c1CCCC2
  -2%	2%	12%

Following part.
Results follow in this order: KAT2A inh	FEN1 inh	N370S GC mod
Cc1nc(SCC(=O)N2c3ccccc3Sc3ccccc32)n[nH]1
  -3%	-2%	3%
COc1cccc(CN(C(=O)Cc2c[nH]c3ccccc23)C(C(=O)NC2CCCCC2)c2ccc(C)o2)c1 (stereo unspecified)
  -5%	-8%	1%
CC(C)c1csc(CN2CCN(Cc3ccc(F)cc3)C(CCO)C2)n1 (stereo unspecified)
  ?	24%	12%
Cc1nc(-c2ccc(Cl)cc2)sc1C(=O)O
  -6%	5%	-3%
O=C(Cn1ccc2ccccc2c1=O)NCC(=O)N1CCCCC1
  -2%	-5%	-2%
CCN(C(=O)CSc1nc2ccccc2n1CCc1ccccc1)C1CCS(=O)(=O)C1 (stereo unspecified)
  -9%	-2%	3%
CCCCCCNC(=O)CCCCCNS(=O)(=O)c1ccc(Br)cc1
  -3%	-2%	-7%
COc1cc(C(=O)O/N=C(\N)Cc2ccc([N+](=O)[O-])cc2)cc(OC)c1OC
  -5%	-10%	-2%
CCOC(=O)c1ccccc1NC(=O)c1nc2nccc(C)n2n1
  -2%	-3%	10%
O=C(Oc1ccc(F)cc1)c1cccnc1
  -5%	-10%	-4%
O=C(O)/C=C/c1cccc(NC(=O)c2ccc(Cl)cc2)c1
  -6%	4%	16%
CC(C)(C)NC(=O)c1nc2ccccc2s1
  0%	-4%	-7%
COc1ccc(N(C)S(=O)(=O)c2cccc(C(=O)N(C)Cc3ccc(C)o3)c2)cc1
  -7%	-12%	-6%
O=C(CSc1ncn[nH]1)Nc1c(Br)cc([N+](=O)[O-])cc1Br
  0%	8%	6%
COc1cc2c(cc1OC)C(=O)N1[C@H]3c4cc(Cl)ccc4OC[C@@H]3[C@H](c3ccccc3)[C@]1(C)C(=O)N2
  -8%	-20%	-3%
CC(=O)N1CCN(c2ccc(NC(=O)c3ccc([N+](=O)[O-])cc3)cc2)CC1
  -6%	-6%	-4%
CCC1CCc2c([nH]c3ccccc3c2=O)O1 (stereo unspecified)
  0%	2%	10%
O=C(Nc1cc(S(=O)(=O)N2CCOCC2)ccc1OCC(F)(F)F)C1=COCCO1
  2%	0%	2%
COc1cc(Cl)c(NS(=O)(=O)c2cc(-c3cc(C)no3)ccc2OC)c(OC)c1
  -3%	-9%	nt
O=S(=O)(Cc1cccc(C(F)(F)F)c1)c1ncn[nH]1
  1%	0%	8%
CC(C)c1c(C(=O)N/N=C/C2CC=CCC2)nnn1-c1nonc1N (stereo unspecified)
  1%	-13%	-9%
CC(C)n1ncc2c(C(=O)N3CCN(c4ccccc4)CC3)cc(-c3ccccc3)nc21
  -1%	1%	nt
COc1cccc(CN2CC(C(=O)N(C)Cc3ccc(C)cc3)CCC2=O)c1 (stereo unspecified)
  -6%	-7%	-15%
Cc1ccc(C(C)C)c(OCc2nnc(SCC(=O)Nc3nccs3)n2C)c1
  -1%	8%	-1%
COc1cccc(/C=N\Nc2nncc(-c3ccccc3)n2)c1
  -1%	4%	8%
CCOC(=O)/C=C1\SCC(=O)N1CC(=O)Nc1ccc(OC)c(OC)c1
  -1%	-5%	-5%
